TrxR1 substrate: is turned over as a substrate by rat TrxR1 | O89049 | purified TrxR1 substrate turnover, NADPH consumption readout | Potency, µM (doses to about 114 µM), for inactives: top-dose activity change, negative = substrate turnover | hit rate 0.01% among 390,000; note: potency is the fitted concentration of half-maximal effect; % is set by controls: 0 for no effect and ±100 for the full control effect; nearly all actives have a fitted effect of over 50% in size
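Rat TrxR1, dispensed at 90 nM, was prereduced with 400 uM NADPH (final) for 5 min at ~22 deg C, then incubated with compound 15 min before 400 uM selenite. A first-read NADPH fluorescence drop versus no-compound background flagged substrates.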
PI4K2A inh: blocks human PI4K2A kinase activity | AID 1346378 | Q9BTU6 | purified PI4K2A, ADP-Glo luminescence, 1 h; stronger effect = lower value | activity change, negative = inhibition, % at 76.9 µM | hit rate 0.13% among 420,000; in the data active = activity change below about -50%; inconclusive = mostly about -30% to -49%;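 note: -100% = wells without enzyme as full effect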
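Compounds are screened against recombinant PI4K2A using PI as substrate and ATP, the latter dispensed at 300 microM. Reactions run one hour at ambient temperature before ADP-Glo detection; full inhibition defined by wells lacking enzyme.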
IDH1 R132H inh: blocks human mutant IDH1 R132H enzyme; O75874; IDH1-R132H enzyme, NADPH consumption, diaphorase/resazurin fluorescence; Potency, µM (doses to about 76.6 µM), inactives show at the top dose activity change, negative = inhibition, most hits filed as inhibitors; hit rate 0.093% among 390,000; note: potency is the fitted concentration of half-maximal effect; % is set by controls: 0 for no effect and ±100 for the full control effect; nearly all actives have a fitted effect of over 65% in size
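IDH1-R132H (0.5 ug/mL) preincubated 30 min with compound, then NADPH (0.016 mM) and alpha-KG (2 mM) added; 80 min at RT, pH 7.5. Remaining NADPH coupled via diaphorase/resazurin to fluorescence (540/590 nm); concentration-response curves normalized to no-enzyme control.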
GLS inh: glutaminase GLS (human) inhibition; O94925; GLS enzymatic activity, qHTS titration; Potency, µM (top dose mostly 45.5 µM), for the others: at the top dose activity change, negative = inhibition, usual class: inhibitors; hit rate 0.21% among 410,000; note: potency is the fitted concentration of half-maximal effect; % is set by controls: 0 for no effect and ±100 for the full control effect
Target sequence (O94925 whole entry, looked up): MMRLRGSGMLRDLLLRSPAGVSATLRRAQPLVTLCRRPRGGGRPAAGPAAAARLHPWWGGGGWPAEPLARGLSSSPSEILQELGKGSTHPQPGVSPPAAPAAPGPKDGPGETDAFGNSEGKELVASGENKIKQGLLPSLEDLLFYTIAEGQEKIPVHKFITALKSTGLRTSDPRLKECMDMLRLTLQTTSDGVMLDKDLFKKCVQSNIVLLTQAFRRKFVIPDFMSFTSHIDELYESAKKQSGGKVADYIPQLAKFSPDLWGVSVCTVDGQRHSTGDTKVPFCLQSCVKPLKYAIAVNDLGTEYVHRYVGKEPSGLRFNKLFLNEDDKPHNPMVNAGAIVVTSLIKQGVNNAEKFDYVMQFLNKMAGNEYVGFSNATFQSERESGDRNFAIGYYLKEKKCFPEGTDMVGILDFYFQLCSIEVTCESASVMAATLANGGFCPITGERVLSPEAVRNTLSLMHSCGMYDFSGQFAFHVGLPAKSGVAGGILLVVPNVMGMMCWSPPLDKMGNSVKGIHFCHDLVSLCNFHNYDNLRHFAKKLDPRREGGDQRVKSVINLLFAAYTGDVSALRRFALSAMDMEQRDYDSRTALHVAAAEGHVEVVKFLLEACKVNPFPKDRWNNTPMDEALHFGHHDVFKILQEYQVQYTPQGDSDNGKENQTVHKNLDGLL
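Assay buffer: 45 mM KH2PO4 pH 8.2, 0.02% Tween-20. hKGA acts on L-glutamine (1 mM solution added); product glutamate is reported by an oxidase/peroxidase Amplex Red coupling, with fluorescence taken at baseline and 30 min.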
Pin1 inh: inhibitors of human Pin1; Q13526; Potency, µM (series often up to 115 µM), inactives show at the top dose activity, negative = inhibition, usual class: inhibitors; Pin1 FP peptide displacement, HiFluor488, 10 min; AID 504891; hit rate 0.009% among 390,000; active = well fitted inhibition curve with a large enough effect in the polarisation, with a control signal flat, not every such curve was filed as active; inconclusive = small, poorly fitted or top-dose-only effect, or effect the other way, or a change in a side signal; inactive = no such curve, though single readings can be large or run the other way; the % refers to the polarisation; note: potency is the fitted concentration of half-maximal effect; % is set by controls: 0 for no effect and ±100 for the full control effect
Target sequence (Q13526 whole entry, looked up): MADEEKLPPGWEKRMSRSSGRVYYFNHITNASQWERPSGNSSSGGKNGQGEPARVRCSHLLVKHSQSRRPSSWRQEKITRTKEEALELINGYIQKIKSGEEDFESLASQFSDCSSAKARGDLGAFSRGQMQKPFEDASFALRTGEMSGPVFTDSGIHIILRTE
HP1b chromo inh: HP1-beta chromodomain-methylated histone interaction inhibition; Potency, µM (doses to about 114 µM), inactives show at the highest dose activity change, negative = inhibition, hits mostly inhibitors; P83916; AID 540317; AlphaScreen HP1-beta / biotin-H3K9me3 peptide binding; hit rate 0.56% among 390,000; note: potency is the fitted concentration of half-maximal effect; nearly all actives have a fitted effect of over 70% in size; inactives centre near 23
Target sequence (P83916 whole entry, looked up): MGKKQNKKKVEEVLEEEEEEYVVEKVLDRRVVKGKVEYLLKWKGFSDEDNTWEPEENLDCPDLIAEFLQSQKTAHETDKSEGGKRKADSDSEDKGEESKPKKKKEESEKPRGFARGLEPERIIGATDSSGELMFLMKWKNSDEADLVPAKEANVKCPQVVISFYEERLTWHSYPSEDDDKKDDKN
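HP1-beta protein (50 nM final) preincubated 30 min at room temperature with biotinylated H3(1-18)K9me3 peptide (50 nM) in PBS pH 7.4, 0.01% Tween-20, then compound added for 30 min. AlphaScreen streptavidin donor/nickel chelate acceptor beads (10 ug/mL final), 30 min dark, luminescence read.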
TrxR1 inh: inhibitors of rat thioredoxin reductase 1; recombinant rTrxR1, NADPH fluorescence consumption, selenite substrate; AID 588453; Potency, µM (titrated, usually from 114 µM), without a hit: at the top dose activity change, negative = inhibition, most hits filed as inhibitors; hit rate 1% among 390,000; O89049; note: potency is the fitted concentration of half-maximal effect; % is set by controls: 0 for no effect and ±100 for the full control effect; nearly all actives have a fitted effect of over 65% in size
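Rat TrxR1 (90 nM in the dispensed reagent) was pre-reduced with 400 uM NADPH for 5 min at room temperature, then incubated with compound for 15 min. After 400 uM selenite was added, NADPH fluorescence (Ex 340/Em 450 nm) was followed for 8 min.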
PGK inhibitor: blocks T. brucei phosphoglycerate kinase | PGK/GAPDH coupled, Kinase-Glo luminescence, 60 min | Potency, µM (highest dose often 57.5 µM), for inactives: top-dose activity change, negative = inhibition, actives largely listed as inhibitors | hit rate 0.043% among 380,000 | P07378 | AID 602233; note: potency is the fitted concentration of half-maximal effect; % is set by controls: 0 for no effect and ±100 for the full control effect; nearly all actives have a fitted effect of over 60% in size
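Recombinant glycosomal PGK reaction used 1,3-bisphosphoglycerate generated in-well by GAPDH (100nM final) in 100mM TEA pH 7.6, 5mM MgCl2, 0.01% Tween-20. After 60 minutes at room temperature, ATP was read by Kinase-Glo Plus luminescence end-point.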
USP1-UAF1 inh: USP1/UAF1 (human) deubiquitinase inhibition. recombinant USP1/UAF1, Ub-Rhodamine cleavage fluorescence. Potency, µM (doses to about 57.1 µM), for inactives: top-dose activity change, negative = inhibition, hits mostly inhibitors. O94782. hit rate 0.23% among 390,000; note: potency is the fitted concentration of half-maximal effect; % is set by controls: 0 for no effect and ±100 for the full control effect; nearly all actives have a fitted effect of over 60% in size; inactives centre near -12
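USP1/UAF1 complex (1 nM) preincubated 15 min at room temperature with compound, then Ub-Rho substrate (150 nM final) added. Kinetic fluorescence at 480/540 nm over 6 reads at 60 s intervals; 50 mM HEPES pH 7.8, 0.5 mM EDTA, 0.1 mg/ml BSA, 1 mM TCEP, 0.01% Tween-20.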
Active calls of the source: *; i = inactive; ? = inconclusive; . = not tested or not shown; & = joins results of further samples; [ ] = dose if it differs, or a comment. Unless noted, calls come from the whole dose curve; as a rule, active = well fitted curve in the direction sought with a large enough effect; inconclusive = small, poorly fitted or top-dose-only effect, or another doubt; inactive = no such curve, though single readings can be large; an effect the other way counts as inactive or inconclusive.

entry | SMILES | TrxR1 substrate | PI4K2A inh | IDH1 R132H inh | GLS inh | Pin1 inh | HP1b chromo inh | TrxR1 inh | PGK inhibitor | USP1-UAF1 inh
1 | CCOc1cc(NC(=S)Nc2cccc(OC)c2)c(OCC)cc1NC(=O)c1ccc(C)cc1 | 6% | -3 | 9% | -2% | 1% | -21% | 11% | -8% | -20%
2 | CCOc1ccc(C(C)=O)cc1CN1C(=O)NC(C)(C2CC2)C1=O (configuration not stated) | 0% | 1 | 0% | 3% | 1% | 50%[activator] | 3% | -6% | 0%
3 | COc1ccc(-c2nc(-c3ccncc3)no2)cc1 | 1% | -6 | -2% | 0% | 1% | 45%[activator] | 8% | 4% | -12%
4 | CCOC(=O)N1CCN(C(=O)C2CCN(Cc3nc(-c4ccccc4C)oc3C)CC2)CC1 | 2%[57.1 µM] | 4 | 16% | -6% | 3% | 44%[activator] | 5%[57.1 µM] | i | -16%
5 | Cc1ccc(N(CC(=O)NC2CCCC2)C(=O)CCC(=O)Nc2nccs2)c(C)c1 | 6%[57.1 µM] | -4 | -5% | 15% | -1% | 3% | 18%[57.1 µM] | ? | -1%
6 | CCS(=O)(=O)N1CCN(c2ccccc2F)CC1 | 3% | 0 | 6% | 11% | 0% | 17% | -2% | 0% | -9%
7 | CCOC(=O)c1cc2c(=O)n3ccccc3nc2n(C(C)C)c1=NC(=O)c1cc2ccccc2o1 | 33% | 0 | -16% | -13% | -2% | 60%[activator] | -15% | -4% | ?
8 | Cc1ccc(N/C(N)=N/c2nc(C(F)(F)F)cc(C(F)(F)F)n2)cc1 | 0% | 4 | 14% | 0% | -2% | 40%[activator] | 15% | 2% | -7%
9 | Nc1nc(Cl)cc(Nc2ccccc2Cl)n1 | -7%[0.0914 µM] | 5 | 0% | 3% | 3% | 14% | 3% | 5% | 6%
10 | COc1cc2cc(CCCO)oc(=O)c2cc1OC | 1% | -1 | -9%[38.3 µM] | 1% | 7% | 27% | -5% | 8% | ?
11 | COc1ccc(-c2nc(N)n(S(=O)(=O)c3ccc(C)cc3)n2)cc1 | -16%[57.1 µM] | -3 | 2% | -5% | -2% | 13% | 19%[57.1 µM] | i | -18%
12 | O=C(CSc1nc2ccccc2n1Cc1ccccc1Cl)N/N=C/c1ccccc1C(=O)O | 2% | -3 | 3% | 19% | 8% | 15% | 0% | i | -27%
13 | CC(=O)NC1C(=O)N(Cc2ccccc2)c2ccc(Br)cc21 (configuration not stated) | 5% | 3 | -5% | -27% | ? | -19% | 36%[activator] | 0% | -13%
14 | CCc1ccc(OC(=O)/C=C/c2ccco2)cc1 | -4% | -2 | -4% | -7% | -3% | -20% | -25% | -2% | -22%
15 | O=C(NCc1ccccc1)C1(C(F)(F)F)C/C(=C/CCO)CCCO1 (configuration not stated) | 8%&-1% | 0 | -1% | -1% | 1%&0% | 33%&8% | 35%&6% | 9% | -28%
16 | Cc1c(C(=O)Nc2ccc(F)c(Cl)c2)oc2ccc(S(=O)(=O)N(C)C3CCCCC3)cc12 | 6%[57.1 µM] | -3 | 3% | 9% | -1% | 30% | 25%[57.1 µM] | -11% | -25%
17 | CCCCNC(=O)CCCN1C(=O)c2cccnc2Sc2ccccc21 | 4% | 1 | 0% | 1% | 0% | 44%[activator] | 14% | -5% | -11%
18 | O=C(CN(c1ccccc1Cl)S(=O)(=O)c1ccccc1)NCc1ccccc1 | 3% | -1 | -2% | 3% | 1% | 29% | 13% | -7% | -29%
19 | O=C(CSc1nc(=O)n(CCN2CCOCC2)c2c1CCC2)Nc1ccc(Cl)c(Cl)c1 | -2%[57.1 µM] | 5 | 5% | -12% | -9% | 26% | 15%[57.1 µM] | 1% | -15%
20 | O=C(Nc1ccc(Cl)cc1F)c1cc(S(=O)(=O)N2CCCCC2)ccc1F | 9% | -2 | 12% | 0% | -10% | 3% | 6%[57.1 µM] | -1% | -20%
21 | N#Cc1cccc(C#N)c1Oc1ccc(S(=O)(=O)Nc2ccc(Cl)cc2)cc1 | 0% | -3 | 4% | -4% | 2% | 54%[activator] | 33% | i | -22%
22 | CCOc1cc(/C=N/NC(=O)CSc2nncn2C)ccc1OC(=O)c1ccc(Cl)cc1 | 8%[57.1 µM] | 0 | 8% | -12% | -8% | 0% | 15%[57.1 µM] | -7% | -13%
23 | Cc1ccc([C@H]2C(C(=O)O)=CC[C@@H](c3ccc(Cl)cc3)N2S(=O)(=O)c2ccc(C)cc2)cc1 | -1% | 1 | 2% | 22% | ? | 32% | -3% | -13% | ?
24 | CSCCC(NS(=O)(=O)c1ccccc1F)C(=O)OCc1ccccc1Cl (configuration not stated) | -10% | 5 | 9% | -8% | 9% | 38% | -6% | i | -17%
25 | CCOc1cccc(OCCOCCN(C)Cc2ccccc2)c1 | -4% | 1 | 2% | 0% | 0% | 21% | -9% | -3% | -20%
26 | Cc1c(C(=O)Nc2ccccc2)sc2ncn(CC(=O)N3CCCCC3)c(=O)c12 | 2% | 3 | -4% | 1% | 6% | 55%[activator] | 7% | -4% | 0%
27 | O=C(CSc1nc2ccccc2[nH]1)N/N=C/C=C/c1ccccc1[N+](=O)[O-] | -11% | 0 | 6% | 7% | -2% | 3% | -8% | -9% | 1%
28 | CCn1ccc(-c2ccccc2)c(C#N)c1=O | 15% | -4 | -2% | -1% | -8% | 51%[activator] | 7% | 3% | -22%
29 | CC(C1CCN(Cc2nc(C3CC3)no2)CC1)N1CCOCC1 (configuration not stated) | 1% | 8 | 3% | 14% | 6% | 33% | 6% | 8% | -5%
30 | O=C(O)CCN1C(=O)/C(=C\c2ccc(-c3nc4ccccc4s3)o2)SC1=S | -7% | 2 | 2% | ? | ? | 18µM* | -4%[57.1 µM] | 0% | ?
31 | COC(=O)N/N=C/c1cc(C)n(-c2cccc3ccccc23)c1C | -13% | 1 | -7% | 8% | -6% | ? | -19% | 4% | -7%
32 | Cc1ccc(S(=O)(=O)N2CCN(C(=O)COC(=O)CSc3cc(C)ccc3C)CC2)c(C)c1 | -11% | 2 | 5% | 0% | 6% | 17% | -1% | -8% | -3%
33 | Cc1cc(CN(Nc2ccccc2)c2ccccc2)cc(C)n1 | . | -2 | -6% | 33%[activator] | . | . | . | -3% | -30%
34 | COc1cc(/C=C/C(=O)O)cc(S(=O)(=O)NNC(=O)c2ccc3c(c2)OCO3)c1OC | -15%[57.1 µM] | -7 | 5% | ? | -1% | 51%[activator] | -18%[57.1 µM] | -9% | -7%
35 | CCSc1nnc(NS(=O)(=O)c2ccc(C)cc2)s1 | -1% | 1 | 1% | 23% | 0% | 4% | -3% | -6% | -22%

Complete entries as entered above. Values in the order: TrxR1 substrate | PI4K2A inh | IDH1 R132H inh | GLS inh | Pin1 inh | HP1b chromo inh | TrxR1 inh | PGK inhibitor | USP1-UAF1 inh
CCSc1nnc(NS(=O)(=O)c2ccc(C)cc2)s1 is listed as -1% | 1 | 1% | 23% | 0% | 4% | -3% | -6% | -22%
Cc1cc(CN(Nc2ccccc2)c2ccccc2)cc(C)n1 is listed as . | -2 | -6% | 33%[activator] | . | . | . | -3% | -30%
N#Cc1cccc(C#N)c1Oc1ccc(S(=O)(=O)Nc2ccc(Cl)cc2)cc1 is listed as 0% | -3 | 4% | -4% | 2% | 54%[activator] | 33% | i | -22%

Random excerpt: 2 compounds from above
entry | SMILES | TrxR1 substrate | PI4K2A inh | IDH1 R132H inh | GLS inh | Pin1 inh | HP1b chromo inh | TrxR1 inh | PGK inhibitor | USP1-UAF1 inh
20 | O=C(Nc1ccc(Cl)cc1F)c1cc(S(=O)(=O)N2CCCCC2)ccc1F | 9% | -2 | 12% | 0% | -10% | 3% | 6%[57.1 µM] | -1% | -20%
9 | Nc1nc(Cl)cc(Nc2ccccc2Cl)n1 | -7%[0.0914 µM] | 5 | 0% | 3% | 3% | 14% | 3% | 5% | 6%

3 of the compounds above, in transposed form.
13: CC(=O)NC1C(=O)N(Cc2ccccc2)c2ccc(Br)cc21 (configuration not stated)
14: CCc1ccc(OC(=O)/C=C/c2ccco2)cc1
15: O=C(NCc1ccccc1)C1(C(F)(F)F)C/C(=C/CCO)CCCO1 (configuration not stated)

| Assay by compound | 13 | 14 | 15 |
| --- | --- | --- | --- |
| TrxR1 substrate | 5% | -4% | 8%&-1% |
| PI4K2A inh | 3 | -2 | 0 |
| IDH1 R132H inh | -5% | -4% | -1% |
| GLS inh | -27% | -7% | -1% |
| Pin1 inh | ? | -3% | 1%&0% |
| HP1b chromo inh | -19% | -20% | 33%&8% |
| TrxR1 inh | 36%[activator] | -25% | 35%&6% |
| PGK inhibitor | 0% | -2% | 9% |
| USP1-UAF1 inh | -13% | -22% | -28% |

High-throughput results deposited in PubChem by National Center for Advancing Translational Sciences (NCATS).

An excerpt. The share of hits here may be higher or lower than overall.
